Screening data from PubChem.
RPL19A TOR yeast – modulators of TOR pathway RPL19A-GFP in S. cerevisiae | S. cerevisiae RPL19A-GFP strain, flow cytometry, 3 h; stronger effect = lower value | percent response vs DMSO, % at 10 µM | actives 0.3% (n = 330,000);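 active means percent response vs DMSO below 50%; inconclusive means fewer than 70 events counted for the yeast strain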;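 further: median channel GFP fluorescence of the barcoded RPL19A-GFP strain; ratio of sample median GFP to plate DMSO average so 100% = DMSO; lower means less RPL19A-GFP as with rapamycin TOR inhibition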
AHR act – activates the human aryl hydrocarbon receptor; P35869; AHR-responsive luciferase reporter cells, luminescence; activation, % at 5 µM; actives 2.5% (n = 320,000); AID 2796; in the data active means activation above about 47%;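 further: 0% = vehicle wells and 100% = reference agonist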
Target sequence (P35869 whole entry, looked up): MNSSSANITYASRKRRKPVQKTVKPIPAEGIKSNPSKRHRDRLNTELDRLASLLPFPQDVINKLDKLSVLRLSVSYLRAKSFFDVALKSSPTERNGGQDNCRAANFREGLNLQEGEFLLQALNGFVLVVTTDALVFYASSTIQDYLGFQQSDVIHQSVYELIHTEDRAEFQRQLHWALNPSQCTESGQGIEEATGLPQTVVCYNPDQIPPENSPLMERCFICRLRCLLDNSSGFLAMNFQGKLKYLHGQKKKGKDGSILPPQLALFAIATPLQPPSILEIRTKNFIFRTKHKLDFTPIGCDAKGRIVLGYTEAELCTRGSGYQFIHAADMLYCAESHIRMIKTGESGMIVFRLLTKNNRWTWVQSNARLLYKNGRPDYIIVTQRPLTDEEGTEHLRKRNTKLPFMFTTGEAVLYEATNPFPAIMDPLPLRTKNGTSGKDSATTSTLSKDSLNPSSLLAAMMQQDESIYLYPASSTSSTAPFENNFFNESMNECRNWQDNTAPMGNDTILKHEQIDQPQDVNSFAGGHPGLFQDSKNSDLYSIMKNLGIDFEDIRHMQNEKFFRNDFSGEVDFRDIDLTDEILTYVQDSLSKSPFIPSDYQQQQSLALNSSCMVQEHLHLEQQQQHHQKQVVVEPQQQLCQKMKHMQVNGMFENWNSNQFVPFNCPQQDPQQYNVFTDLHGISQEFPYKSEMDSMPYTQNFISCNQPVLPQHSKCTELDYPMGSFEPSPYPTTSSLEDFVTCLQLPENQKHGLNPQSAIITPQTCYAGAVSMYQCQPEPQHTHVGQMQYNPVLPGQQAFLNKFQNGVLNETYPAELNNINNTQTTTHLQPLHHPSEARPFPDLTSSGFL
MEP2-GFP yeast – yeast TOR pathway MEP2-GFP modulation; actives 0.51% (n = 330,000); GFP response vs DMSO, % at 10 µM; AID 2016; S. cerevisiae MEP2-GFP strain, flow cytometry GFP, 3 h; 100% = DMSO control level;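 active means GFP response versus DMSO above a set limit, roughly screen mean plus 3 SD, cut at about 180% in these data; inconclusive means fewer than 70 cells counted for a yeast strain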;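 further: median GFP fluorescence of the barcode-gated MEP2-GFP cells per well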
Efflux pump mplx – blocks antifungal efflux pumps in multiplex yeast assay. S. cerevisiae Candida pump triplex, Nile Red efflux. inhibition, % at 10 µM. actives 0.44% (n = 330,000);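 active means plate passing quality check with inhibition over a set limit, or well fluorescence over plate mean plus 4 SD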;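 further: Nile Red retained in pooled yeast measured as flow cytometry median fluorescence; 0% = buffer negative control and 100% = Enniatin B positive control; higher means more Nile Red kept so more efflux inhibition; some compounds called inactive have numbers as strong as hits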
LAP4 TOR yeast – alters LAP4-GFP fluorescence in TOR pathway yeast screen; S. cerevisiae LAP4-GFP multiplex, flow cytometry GFP, 3 h; median GFP as percent of DMSO wells; GFP response vs DMSO, % at 10 µM; actives 0.34% (n = 320,000); AID 2023;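 active means GFP response vs DMSO above a set limit, about the screen mean plus 3 SD, cut at about 150% in these data; inconclusive means under 70 cell events counted for the yeast strain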
CR mimetic SO – lowers age-related superoxide in aged yeast cells; S. cerevisiae aged cells, superoxide DHE fluorescence; stronger effect = lower value; superoxide response (% of plate mean), % at 10 µM; actives 0.18% (n = 330,000); AID 2690;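 active means superoxide response under a set limit, about three screen SD below normal, cut at about 65% in these data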;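 further: yeast aged for seven days with compound at 30 °C before DHE staining; 100% = average MFI of all compound-treated wells on the plate with controls excluded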
CIT2 TOR yeast – yeast TOR pathway CIT2-GFP modulation; S. cerevisiae CIT2-GFP strain, flow cytometry, 3 h; 100 means same as DMSO wells; GFP response vs DMSO, % at 10 µM; actives 0.065% (n = 320,000); AID 2029;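 active means GFP response relative to DMSO above a set limit, near the screen mean plus 3 SD, cut at about 150% in these data; inconclusive means Fewer than 70 cells measured for a yeast strain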;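 further: ratio of well median GFP fluorescence to mean of DMSO wells on the plate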
AGP1 TOR yeast – modulators of TOR pathway AGP1-GFP in S. cerevisiae; AID 2066; actives 0.02% (n = 320,000); S. cerevisiae AGP1-GFP multiplex flow cytometry, 3 h; GFP as percent of DMSO wells; GFP response vs DMSO, % at 10 µM;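 active means GFP response relative to DMSO above a set limit, near screen average plus 3 SD, cut at about 150% in these data; inconclusive means fewer than 70 cells counted for the yeast strain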;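 further: median GFP channel fluorescence of the gated AGP1 strain per well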
Numbers without * were called inactive; ? = inconclusive; . = not tested or not shown; [ ] = another dose, or the depositor's remark.

SMILES | RPL19A TOR yeast | AHR act | MEP2-GFP yeast | Efflux pump mplx | LAP4 TOR yeast | CR mimetic SO | CIT2 TOR yeast | AGP1 TOR yeast
O=C(NCCSc1ccccc1)c1ccco1 | 99 | 18 | 104 | 0.0 | 103 | 94 | . | 100
C=C(C)C(=O)OCCCCCCOc1ccc(C(=O)O)cc1 | 97 | -2 | 100 | 0.1 | 100 | 104 | 93 | 99
CCCc1ccc(Oc2c(-c3ccc(O)c(C)c3O)n[nH]c2C)cc1 | 97 | 10 | 100 | 0.1 | 104 | 107 | 95 | 96
O=C(CCl)Nc1ccccc1C(=O)Nc1ccc2c(c1)OCO2 | 99 | 47 | 100 | 0.1 | 100 | 91 | 94 | 98
COc1ccc(NC(=O)c2c(F)cccc2F)cc1S(=O)(=O)Nc1ccc(Br)cc1 | 106 | -2 | 106 | -0.2 | 105 | 98 | 101 | 102
CC(=O)Oc1cccc(C(=O)Nc2ccccc2C(=O)N2CCCC2)c1 | 98 | -2 | 89 | 0.0 | 90 | 106 | 94 | 96
CC1CCCC(NC(=O)COC(=O)[C@@H](NC(=O)c2ccccc2Cl)C(C)C)C1C (some centres not stated) | 90 | 1 | 87 | -0.3 | 94 | 103 | 89 | 96
O=c1c2cccnc2n(-c2ccccc2)n1Cc1c(Cl)cccc1Cl | 100 | 8 | 103 | -0.1 | 104 | 98 | 103 | 104
CNC(=O)c1c(NC(=O)c2ccc(S(=O)(=O)N3CCCCC3C)cc2)sc2c1CCN(C)C2 (configuration not stated) | 90 | 6 | 92 | 0.1 | 70 | 91 | . | 87
COc1ccc(OCC(O)CN2CCN(Cc3ccc4c(c3)OCO4)CC2)cc1 (configuration not stated) | 110 | 26 | 104 | -0.5 | 100 | 98 | 115 | 114
CC(C)C[C@H]1CN=C(Nc2ccccc2)N1CCC1CCCC1 | 91 | 0 | 94 | 0.1 | 106 | 108 | 65 | 76
O=C(O)CNS(=O)(=O)c1ccc(F)cc1 | 99 | 0 | 100 | -0.3 | 98 | 87 | 108 | 102
CCn1c(SCC(=O)Nc2ccc3c(c2)OCCO3)nnc1-c1cccs1 | 100 | -4 | 89 | -0.2 | 99 | 98 | 105 | 104
COc1ccc(S(=O)(=O)N2CCC(C(N)=O)CC2)cc1C(=O)N1CCCCCC1 | 103 | -1 | 110 | -0.2 | 92 | 102 | 103 | 97
CCSc1ncc(Cl)c(C(=O)Nc2ccc(S(=O)(=O)Nc3onc(C)c3C)cc2)n1 | 103 | -5 | 104 | 0.0 | 99 | 112 | 105 | 108
C=CCSc1nc(C)c(CC=C)c(=O)[nH]1 | ? | -5 | ? | 0.1 | ? | 113 | ? | ?
Cc1ccc(S(=O)(=O)N(CC(=O)N2CCCCCC2)c2ccccc2F)cc1 | 110 | 3 | 96 | 0.0 | 99 | 94 | 106 | 105
Cc1cc(-c2nnc(-c3cc4ccccc4oc3=O)o2)c(C)n1-c1ccccc1 | 99 | -4 | 96 | 0.2 | 111 | 100 | 97 | 102
COc1ccc(OC)c(-n2c(SC)nnc2-c2c[nH]c3ccccc23)c1 | 102 | 28 | 110 | -0.1 | 117 | 108 | 103 | 108
Fc1ccc(-n2c(CN3CCCCC3)n[nH]c2=S)cc1 | 104 | -2 | 99 | -0.4 | 102 | 96 | 107 | 110
O=C(COC(=O)c1ccc[nH]c1=O)NCC1CCCO1 (configuration not stated) | 98 | 3 | 106 | -0.3 | 103 | 102 | 108 | 103
Cc1ncsc1CCOC(=O)C12CC3CC(CC(C3)C1)C2 | 96 | 0 | 100 | -0.1 | 94 | 107 | 90 | 97
CC(c1ccccc1)N1CCN(C(=O)CCl)CC1 (configuration not stated) | 101 | 0 | 108 | -0.1 | 108 | 85 | 102 | 104
COC(=O)C1=CN(c2ccc(F)cc2)C=C(C(=O)OC)C1c1cccc([N+](=O)[O-])c1 | 104 | 1 | 106 | 0.0 | 107 | 89 | 82 | 80
COc1ccc(Cl)cc1-c1nc(SCC(=O)NC2CCCC2)n[nH]1 | 102 | 31 | 111 | -0.1 | 101 | 87 | 106 | 102
Cc1ccc(-n2nc(C)c3c2OC(N)=C(C#N)C3c2ccc(C)o2)cc1 (configuration not stated) | 97 | 33 | 100 | 0.0 | 100 | 94 | 93 | 97
COc1cc(Nc2ccc(C(=O)O)cc2[N+](=O)[O-])cc(OC)c1 | 101 | 6 | 94 | 0.1 | 111 | 110 | 90 | 91
CCCCN(Cc1ccco1)S(=O)(=O)c1ccc(-c2ccc(=O)[nH]n2)s1 | 104 | 5 | 118 | 0.2 | 89 | 89 | 98 | 93
CCOc1ccc(C2c3[nH]c4ccccc4c3CCN2CCCn2cccn2)cc1 (configuration not stated) | 91 | 23 | 99 | 0.0 | 96 | 98 | 95 | 96
COc1cccc(OC)c1C(=O)n1nc(C)cc1C | 98 | 0 | 95 | 0.0 | 92 | 99 | . | 97

Arranged by count of non-hydrogen atoms (low to high): 7 of the compounds above
SMILES | RPL19A TOR yeast | AHR act | MEP2-GFP yeast | Efflux pump mplx | LAP4 TOR yeast | CR mimetic SO | CIT2 TOR yeast | AGP1 TOR yeast
CC(c1ccccc1)N1CCN(C(=O)CCl)CC1 (configuration not stated) | 101 | 0 | 108 | -0.1 | 108 | 85 | 102 | 104
COc1cccc(OC)c1C(=O)n1nc(C)cc1C | 98 | 0 | 95 | 0.0 | 92 | 99 | . | 97
O=C(COC(=O)c1ccc[nH]c1=O)NCC1CCCO1 (configuration not stated) | 98 | 3 | 106 | -0.3 | 103 | 102 | 108 | 103
Cc1ncsc1CCOC(=O)C12CC3CC(CC(C3)C1)C2 | 96 | 0 | 100 | -0.1 | 94 | 107 | 90 | 97
COc1cc(Nc2ccc(C(=O)O)cc2[N+](=O)[O-])cc(OC)c1 | 101 | 6 | 94 | 0.1 | 111 | 110 | 90 | 91
CCCCN(Cc1ccco1)S(=O)(=O)c1ccc(-c2ccc(=O)[nH]n2)s1 | 104 | 5 | 118 | 0.2 | 89 | 89 | 98 | 93
CCOc1ccc(C2c3[nH]c4ccccc4c3CCN2CCCn2cccn2)cc1 (configuration not stated) | 91 | 23 | 99 | 0.0 | 96 | 98 | 95 | 96

Entries of single compounds from above. Screens in order: RPL19A TOR yeast | AHR act | MEP2-GFP yeast | Efflux pump mplx | LAP4 TOR yeast | CR mimetic SO | CIT2 TOR yeast | AGP1 TOR yeast
CCCCN(Cc1ccco1)S(=O)(=O)c1ccc(-c2ccc(=O)[nH]n2)s1 as listed: 104 | 5 | 118 | 0.2 | 89 | 89 | 98 | 93
CCCc1ccc(Oc2c(-c3ccc(O)c(C)c3O)n[nH]c2C)cc1 as listed: 97 | 10 | 100 | 0.1 | 104 | 107 | 95 | 96
COc1ccc(Cl)cc1-c1nc(SCC(=O)NC2CCCC2)n[nH]1 as listed: 102 | 31 | 111 | -0.1 | 101 | 87 | 106 | 102

Other compounds.
SMILES | RPL19A TOR yeast | AHR act | MEP2-GFP yeast | Efflux pump mplx | LAP4 TOR yeast | CR mimetic SO | CIT2 TOR yeast | AGP1 TOR yeast
Nc1cc(=O)[nH]c(SCCNS(=O)(=O)c2ccccc2)n1 | 100 | -1 | 106 | -0.3 | 103 | 93 | 105 | 103
CCCCSc1nnc(-c2c[nH]c3ccccc23)n1C | 98 | -4 | 102 | -0.2 | 104 | 101 | 105 | 105
Cc1cccc(N(C(=O)c2csnn2)C(C(=O)NC2CCCCC2)c2ccccn2)c1C (configuration not stated) | 104 | 3 | 94 | -0.2 | 99 | 86 | 102 | 102
COc1cccc2cc(C(=O)C3=C(O)C(=O)N(CCN4CCOCC4)C3c3ccc(C(C)(C)C)cc3)oc12 (configuration not stated) | 110 | 3 | 114 | 0.1 | 95 | 110 | 109 | 105
C=CCn1c(N)cc(=O)nc1SC(CC)C(=O)Nc1ccc(C(C)=O)cc1 (configuration not stated) | 100 | 1 | 96 | -0.1 | 83 | 100 | 92 | 91
Cc1ccc(C)c(N2CCN(C(=O)c3ccc(CS(=O)Cc4cccc(Cl)c4)o3)CC2)c1 (configuration not stated) | 106 | 0 | 105 | 0.1 | 106 | 115 | 103 | 101
CCNC(=O)NC(=O)CSc1nc2ccccc2n1CC(C)C | 42*[may fluoresce violet] | 8 | 388*[may fluoresce violet] | 0.1 | 84[may fluoresce violet] | 83 | ? | 63[may fluoresce violet]
O=C(c1ccc(Cl)c(NC2=NC3CS(=O)(=O)CC3S2)c1)N1CCN(c2ccccc2)CC1 (configuration not stated) | 97 | -1 | 106 | -0.5 | 101 | 101 | 104 | 96
Nc1nnnn1NCc1cccc(OCc2ccccc2)c1 | 111 | 15 | 106 | 0.0 | 99 | 100 | 91 | 107
COc1ccc(S(=O)(=O)Nc2ccc(O)c(Sc3nc4ccccc4s3)c2)cc1 | 97 | 16 | 104 | -0.2 | 92 | 96 | 99 | 92
CCOC(=O)c1nnn(-c2nonc2N)c1CN(CC)c1ccccc1 | 98 | -4 | 99 | 0.1 | 93 | 95 | 94 | 95
O=S(=O)(c1ccccc1)N1CCN(CC2CC3C=CC2C3)CC1 (configuration not stated) | 100 | 1 | 105 | 0.0 | 106 | 76 | 104 | 101
O=C(NC(Cc1ccccc1)C(=O)O)c1cccnc1Cl (configuration not stated) | 100 | 4 | 112 | -0.2 | 98 | 95 | 101 | 101
O=C(O)c1ccc(S(=O)(=O)NC2CCCc3ccccc32)cc1 (configuration not stated) | 97 | 1 | 105 | -0.1 | 101 | 96 | 110 | 102
O=C(c1ccc(-n2cccc2)cc1)N1CCN(Cc2ccccc2)CC1 | 101 | 2 | 98 | 0.0 | 94 | 95 | 98 | 101
CCOC(=O)c1[nH]ncc1CN1CCCC(C(=O)c2ccc(OC)c(OC)c2)C1 (configuration not stated) | 102 | -1 | 99 | -0.2 | 95 | 98 | 98 | 102
CSCCC(NC(=O)c1ccccc1Br)C(=O)N1CCCCCCC1 (configuration not stated) | 101 | -1 | 105 | -0.1 | 105 | 126 | 100 | 104
Nc1nnc(SCC(=O)NC2CCCCC2)s1 | 96 | 4 | 88 | 0.0 | 92 | 103 | 104 | 99
O=c1[nH][nH]c(=S)n1C1CCCCC1 | 99 | -2 | 98 | -0.1 | 96 | 90 | 94 | 99
CC(NC(=O)Cc1ccccc1)C1COc2ccccc2O1 (configuration not stated) | 101 | -3 | 98 | -0.1 | 104 | 84 | 98 | 108
COc1ccccc1C(=O)NC(=O)CSc1nc2nc(C)cc(C)n2n1 | 96 | 0 | 112 | 0.1 | 101 | 103 | 100 | 102
O=C(CNC(=O)c1nc[nH]c1C(=O)NCc1ccccc1)OCc1ccccc1 | 96 | 5 | 95 | 0.1 | 127 | 110 | 70 | 79
COc1ccc([N+](=O)[O-])cc1N(CC(=O)NCCSc1ccccc1)S(C)(=O)=O | 96 | 1 | 93 | -0.1 | 100 | 162 | 95 | 99
Cc1ccc(N2C(=O)c3ccc(C(=O)O)cc3C2=O)cc1C | 96 | 2 | 96 | -0.1 | 104 | 129 | 100 | 92
O=C(c1cc2cc([N+](=O)[O-])ccc2oc1=O)n1cccn1 | 101 | -1 | 98 | -0.1 | 93 | 106 | 103 | 101
O=C(CN1C(=O)c2ccccc2C1=O)Nc1cccnc1 | 102 | 0 | 100 | 0.0 | 100 | 86 | 101 | 104
